PDI inh: inhibitors of human protein disulfide isomerase; PDI insulin aggregation turbidity, A650, 90 min; inhibition, % at 10 µM; 0.052% of 350,000 active;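 active = mean inhibition across replicates of 30% or more, whatever share of single replicates reach that level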;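 note: absorbance from insulin aggregation driven by PDI reduction with DTT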
Target sequence (P07237 whole entry, looked up): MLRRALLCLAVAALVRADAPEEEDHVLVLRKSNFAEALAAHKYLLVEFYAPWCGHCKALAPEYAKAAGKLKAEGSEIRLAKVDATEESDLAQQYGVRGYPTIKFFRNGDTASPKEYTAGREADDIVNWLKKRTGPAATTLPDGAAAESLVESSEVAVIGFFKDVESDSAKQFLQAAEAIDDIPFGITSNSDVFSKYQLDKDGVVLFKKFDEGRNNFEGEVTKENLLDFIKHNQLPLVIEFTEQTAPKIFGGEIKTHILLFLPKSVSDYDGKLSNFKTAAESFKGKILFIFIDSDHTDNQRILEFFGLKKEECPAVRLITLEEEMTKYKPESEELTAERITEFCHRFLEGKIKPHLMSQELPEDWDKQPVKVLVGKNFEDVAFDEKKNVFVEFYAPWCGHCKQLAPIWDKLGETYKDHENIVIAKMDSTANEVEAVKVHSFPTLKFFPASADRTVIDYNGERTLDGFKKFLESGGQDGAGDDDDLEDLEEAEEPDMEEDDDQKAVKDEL
aDG glyco up: alpha-DG glycosylation activation. Pro5-aDG cells, alpha-DG glycosylation AlphaScreen (IIH6); 0% Pro5, 100% B10-LARGE cell signal. activation, % at 10 µM. 0.22% of 360,000 active;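 active = activation of at least 8% versus controls, or a plate z-score of at least 8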;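 note: Pro5 are CHO cells carrying HIG-tagged alpha-DG that lacks glycosylation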
NR2E3 ag-1: human photoreceptor-specific nuclear receptor agonism; inhibition of corepressor binding, % at 3.98 µM; 0.35% of 360,000 active; CHO-S Gal4-NCOR/VP16-NR2E3 two-hybrid, luciferase; AID 602229;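 active = inhibition above the mean of all tested compounds plus 3 SD, cut at about 70% in these data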;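 note: 0% = DMSO with NR2E3 transfected cells and 100% = cells lacking NR2E3 construct; higher means lower luciferase signal from less NR2E3 corepressor binding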
Target sequence (Q9Y5X4 whole entry, looked up, the tested form may be a part): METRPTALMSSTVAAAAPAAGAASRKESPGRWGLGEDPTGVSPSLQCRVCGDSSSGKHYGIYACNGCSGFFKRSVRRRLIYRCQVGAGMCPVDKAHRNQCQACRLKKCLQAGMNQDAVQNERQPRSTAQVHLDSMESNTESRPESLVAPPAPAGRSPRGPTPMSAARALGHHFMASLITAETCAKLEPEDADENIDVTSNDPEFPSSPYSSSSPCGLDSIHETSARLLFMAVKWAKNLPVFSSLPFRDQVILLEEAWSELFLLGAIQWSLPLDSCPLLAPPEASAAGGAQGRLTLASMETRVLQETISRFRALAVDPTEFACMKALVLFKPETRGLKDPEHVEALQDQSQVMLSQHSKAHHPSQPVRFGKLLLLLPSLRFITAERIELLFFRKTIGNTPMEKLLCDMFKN
TRPM1 prom inh: MITF TRPM1 promoter inhibition in SK-MEL-5 cells; SK-MEL-5 TRPM1 promoter luciferase, 24 h; inhibition, % at 12.5 µM; 0.83% of 330,000 active; AID 488899;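 active = mean inhibition across replicates of 60% or more, whatever share of single replicates reaches that level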; note: values of inactives mirror those of a sister screen read the other way
NR2E3 ag-2: activates human photoreceptor nuclear receptor NR2E3; 0.12% of 320,000 active; inhibition of corepressor binding, % at 4.78 µM; Q9Y5X4; AID 2300; GST-NR2E3/biotin-RetCOR TR-FRET, 1536-well;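 active = percent inhibition above the cutoff of mean plus 3 SD of all tested compounds, set per screening campaign, cut at about 20% in these data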;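 note: 0% = DMSO wells and 100% = biotin wells as full block of FRET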
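System: GST-NR2E3 and biotin-RetCOR proteins; probe or stimulus: 7 nM biotin-RetCOR; doses: compound at 4.8 µM, single dose; schedule: Compound–protein incubation for 5 h at 4 °C; detection: time-resolved FRET; read-out: percent inhibition; controls: biotin wells as high control, 0.6% DMSO wells as low control; format: 1536-well plates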
CaV13 ICDI inh: Disruptors of the CACNA1D IQ motif to Ca2+-dependent inactivation inhibitor domain association, primary screening, Förster resonance energy transfer in intact living …; 0.098% of 340,000 active; AID 743397; inhibition, % at 12.3 µM; HEK cells, CFP/YFP FRET ICDI-IQ, plate reader, 10 min; percent FRET-ratio fall versus neutral wells;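 active = mean replicate inhibition of at least 30% and at least 1% of replicates passing that level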;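 note: 0% = median of the neutral control wells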
Vif inh: blocks HIV Vif function. HEK293T cells, Vif self-association by quenched fluorescence, imaging, 24 h. inhibition, % at 7.49 µM. 0.35% of 340,000 active. AID 602346; in the data active = inhibition above about 50%, passing the limit was not always enough; note: some results filed as inactive read as strong as hits
HIF-2a inh: inhibitors of HIF-2a | 786-0 RCC cells HIF-2a reporter, luciferase luminescence, overnight | inhibition, % at 18.8 µM | 0.72% of 360,000 active;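 active = inhibition of the luminescence signal of 40% or more relative to plate controls, in a single-dose primary screen at 18.75 µM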
Peg3 promoter: reduces Peg3 promoter-driven luciferase expression in HeLa; HeLa PEG-Prom luciferase reporter, luminescence, overnight; 1.7% of 360,000 active; inhibition, % at 20 µM; AID 588405;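 active = inhibition of at least 50% at 20 µM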
Granule exo inh: blocks lytic granule exocytosis | inhibition, % at 10 µM | TALL-104 LAMP-1 surface exposure, flow cytometry; cells stimulated with thapsigargin and PMA | 0.66% of 360,000 active;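 active = inhibition above about 55%, limit read from the data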
iPSC survival up: increases survival of single human iPS cells. hiPSC single-cell survival, ATPlite luminescence; 100% = ROCK inhibitor wells, 0% = DMSO. survival enhancement, % at 20 µM. 0.044% of 360,000 active; in the data active = survival enhancement above about 18%;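 note: cells exposed to compounds for 16 hours before the ATP read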
* marks the source's active call; other numbers are inactive results; . = not tested or not shown.

| mol | PDI inh | aDG glyco up | NR2E3 ag-1 | TRPM1 prom inh | NR2E3 ag-2 | CaV13 ICDI inh | Vif inh | HIF-2a inh | Peg3 promoter | Granule exo inh | iPSC survival up |
| --- | --- | --- | --- | --- | --- | --- | --- | --- | --- | --- | --- |
| COC(=O)c1c(C(=O)OC)c(-c2ccccc2)n2c1CCC2 | -4 | 0.2 | 6 | 7 | 2 | -8 | 6 | -11 | 34 | -3 | 2.3 |
| Cc1ccc(C2CC(=O)c3cnc(NC(=O)c4ccco4)nc3C2)cc1 (configuration not stated) | 0 | -0.1 | 17 | 11 | . | . | 8 | -4 | 14 | 5 | 2.7 |
| CCn1c(SCC(=O)N/N=C\c2ccccc2OCC(=O)O)nnc1-c1ccc(Cl)cc1 | 1 | -0.1 | 0 | 5 | -1 | -7 | 3 | 16 | 1 | 2 | -0.9 |
| Cc1nc(NCc2ccccc2)[nH]c(=O)c1CCC(C)C | -2 | 0.2 | 4 | -2 | 2 | -5 | 2 | 9 | 6 | 5 | -0.6 |
| c1ccc(C[n+]2ccc3ccccc3c2)cc1 | -3 | 0.0 | 5 | 13 | -3 | -4 | -4 | 9 | 10 | 0 | 0.0 |
| O=C(CSc1ccc2nnc(-c3ccccc3)n2n1)N1CCCCC1 | -4 | 0.0 | -5 | 5 | 3 | -4 | 4 | 18 | 20 | -3 | -0.2 |
| CC(=O)Nc1ccc(SCC(=O)Nc2ccc3c(c2)OCCO3)cc1 | -2 | 0.1 | -35 | -15 | . | -6 | 2 | -97 | -73 | -26 | -3.6 |
| COc1cccc(OCc2nnc(-c3cccs3)o2)c1 | 4 | 0.5 | -32 | -21 | 4 | 8 | -7 | -89 | -42 | -3 | 3.1 |
| CC(C)/C=C/C(=O)N1CCC(N2CCC(C(=O)N3CCOCC3)CC2)CC1 | 1 | 0.0 | -8 | 18 | 2 | -5 | -2 | 16 | 3 | 0 | -0.4 |
| COC(=O)CCSc1cc([N+](=O)[O-])cc2c1c(C1OCCS1)nn2-c1ccccc1 (configuration not stated) | -8 | 0.0 | -2 | -1 | 2 | . | . | 24 | 16 | 3 | 19* |
| O=C(Nc1sc2c(c1C(=O)O)CCC2)c1ccccc1F | 2 | 0.3 | -66 | -10 | 4 | -1 | 15 | -62 | -86 | 10 | -0.8 |
| CC1CCN(C(=O)c2cc3ccccc3cc2O)CC1 | -3 | 0.3 | -39 | 5 | 3 | -9 | 2 | -10 | -37 | 3 | -0.5 |
| CCOP(=O)(c1ccccc1)C(O)c1ccc(Br)cc1 (configuration not stated) | -1 | 0.5 | 16 | -1 | 0 | -3 | -6 | 3 | -7 | -13 | 0.8 |
| O=C(NC1CCCc2ccccc21)C1CCN(C(=O)c2sccc2-n2cccc2)CC1 (configuration not stated) | . | -0.1 | 27 | . | 2 | -5 | -3 | 4 | 8 | -6 | 1.1 |
| Cc1nnsc1C(=O)Nc1ccc(Cl)cc1 | -1 | -0.1 | -2 | 0 | 0 | -5 | -9 | -34 | -24 | -2 | 2.4 |
| Cc1ccc(-c2csc(Nc3ccc(C(=O)O)cc3)[n+]2Cc2ccccc2)cc1 | 3 | -0.2 | 1 | -8 | 5 | 1 | -5 | -5 | -35 | 26 | -0.5 |
| COc1ccc(NC(=O)O/N=C/c2ccccc2Cl)cc1 | 11 | 0.0 | -75 | -49 | 7 | 6 | 26 | -200 | -87 | 5 | -0.6 |
| Cc1ccc(-c2nc3cc(Br)cnc3nc2-c2ccc(C)cc2)cc1 | -4 | 0.0 | -35 | 7 | 4 | -7 | 3 | 7 | 27 | 22 | 0.3 |
| Cc1ccc2c(C)c(C(=O)N(Cc3ccccc3)C3CCS(=O)(=O)C3)oc2c1 (configuration not stated) | -2 | 0.0 | -30 | 2 | 4 | -7 | 1 | 17 | 24 | 25 | -0.1 |
| CC(C)(C)OC(=O)N1O[C@H]2C[C@@H]1[C@@H]1[C@@H]2N=NN1C12CC3CC(CC(C3)C1)C2 | 4 | -0.1 | -24 | -5 | . | -9 | 0 | 4 | 4 | 0 | 1.4 |
| CCOC(=O)N1CCN(c2c(N3CC=C(c4ccccc4)CC3)c(=O)c2=O)CC1 | -4 | 0.0 | -15 | 1 | 2 | -7 | -13 | -5 | 0 | 0 | 1.5 |
| Cc1occc1C(=O)N/N=C/c1ccccc1[N+](=O)[O-] | -2 | -0.1 | -111 | -40 | 0 | -19 | -5 | -254 | -241 | 8 | 0.8 |
| OC(c1ccc(F)c(F)c1)c1nc(-c2cccc(C(F)(F)F)c2)cs1 (configuration not stated) | 9 | -0.2 | 30 | . | . | -4 | 9 | -52 | -17 | 4 | -1.8 |
| CCOc1cc(C(=O)NC(C)C2CC3CCC2C3)cc(OCC)c1OCC (configuration not stated) | -1 | 0.0 | 11 | . | -2 | -2 | -7 | 13 | 8 | -12 | 0.4 |
| CCCCC[C@H](C)N1C[C@@H](COCc2ccccc2)Oc2cc(N3CC[C@@H](O)C3)ccc2S1(=O)=O | . | -0.1 | -34 | . | . | -6 | . | 7 | . | 0 | 0.8 |
| N#Cc1ccc(OCC(=O)N/N=C2/CC(c3ccccc3)Oc3ccccc32)cc1 (configuration not stated) | -16 | -0.1 | -37 | 8 | 2 | -3 | -9 | 23 | 8 | 10 | 1.2 |
| CC(C)N(Cc1nc(-c2ccccc2)no1)C(=O)c1ccc(Br)o1 | 10 | -0.1 | -6 | 8 | 1 | . | -12 | 14 | 18 | -2 | -1.9 |
| Cc1nn2c(N3CCOCC3)cc(C(C)(C)C)nc2c1-c1ccccc1 | 0 | 0.4 | -16 | 6 | 2 | -3 | -4 | 13 | 5 | -1 | 0.1 |
| Cc1cccc(-c2onc3ccc(C4(C)OCCO4)cc23)c1 | -3 | -0.3 | -9 | 4 | -2 | -6 | . | -55 | -68 | 4 | 6.7 |
| O=C(NCc1ccncc1)C1CCCN(S(=O)(=O)Cc2ccccc2)C1 (configuration not stated) | -9 | -0.3 | 3 | 1 | -4 | -4 | 9 | 6 | -3 | 0 | 0.6 |
| O=C(CC(=O)c1ccccc1)CC(O)(C=Cc1ccccc1)c1ccccc1 (configuration not stated) | 0 | 0.1 | 10 | -36 | . | -10 | 37 | -78 | -67 | 4 | -2.0 |
| Oc1c(Br)cc(Br)cc1/C=N/N1CCN(Cc2ccccc2)CC1 | -2 | -0.5 | 0 | 46 | 0 | -21 | 2 | -36 | -12 | 5 | -2.8 |
| Cc1c(C(=O)NNC(=O)c2csc(N3CCOCC3)n2)cccc1[N+](=O)[O-] | 5 | 0.2 | -16 | -10 | 0 | -6 | 3 | 7 | 10 | 1 | 0.6 |
| CN(C)c1ccc(C(=O)/C=C/c2cccnc2)cc1 | 7 | 1.0 | -72 | 3 | 0 | -19 | 4 | -142 | -153 | 16 | -0.8 |
| O=C([C@H]1O[C@@H](n2ccc(=O)[nH]c2=O)[C@H](O)[C@@H]1O)N1CCSC1 | . | 0.1 | -21 | . | . | . | . | 8 | -6 | -3 | -1.4 |
| CCOC(=O)NC(NC(=S)Nc1ccc(OCC)cc1)C(Cl)(Cl)Cl (configuration not stated) | -4 | 0.1 | -14 | 13 | 2 | -10 | -3 | 20 | 11 | -4 | 1.3 |
| c1ccc(-c2noc(C34CC5CC(CC(C5)C3)C4)n2)nc1 | -4 | -0.4 | -115 | -33 | -1 | . | . | -157 | -229 | 0 | -0.3 |
| Cc1cccc2c(=O)oc(-c3ccccc3Cl)nc12 | 3 | -0.1 | 3 | 10 | -2 | -2 | 1 | 11 | 9 | -2 | -0.1 |
| O=C1CC2(CCCC2)C(=O)N1c1ccc(S(=O)(=O)NCC2CC2)cc1Cl | 11 | 0.0 | -28 | 8 | -1 | -16 | -5 | 20 | 6 | -9 | -0.3 |
| Cc1nnc(SCC(=O)Nc2c(Cl)cccc2Cl)[nH]c1=O | -4 | -0.1 | -9 | 15 | 2 | -6 | . | 9 | -12 | 2 | 0.8 |

Among those listed so far, 2 have a tert-butyl group:
| mol | PDI inh | aDG glyco up | NR2E3 ag-1 | TRPM1 prom inh | NR2E3 ag-2 | CaV13 ICDI inh | Vif inh | HIF-2a inh | Peg3 promoter | Granule exo inh | iPSC survival up |
| --- | --- | --- | --- | --- | --- | --- | --- | --- | --- | --- | --- |
| CC(C)(C)OC(=O)N1O[C@H]2C[C@@H]1[C@@H]1[C@@H]2N=NN1C12CC3CC(CC(C3)C1)C2 | 4 | -0.1 | -24 | -5 | . | -9 | 0 | 4 | 4 | 0 | 1.4 |
| Cc1nn2c(N3CCOCC3)cc(C(C)(C)C)nc2c1-c1ccccc1 | 0 | 0.4 | -16 | 6 | 2 | -3 | -4 | 13 | 5 | -1 | 0.1 |

The list continues:
| mol | PDI inh | aDG glyco up | NR2E3 ag-1 | TRPM1 prom inh | NR2E3 ag-2 | CaV13 ICDI inh | Vif inh | HIF-2a inh | Peg3 promoter | Granule exo inh | iPSC survival up |
| --- | --- | --- | --- | --- | --- | --- | --- | --- | --- | --- | --- |
| Cc1ccc(C(=O)Oc2ccccc2N2C(=O)C3CCC(C)CC3C2=O)cc1 (configuration not stated) | 1 | 0.0 | -9 | 6 | -1 | -3 | 4 | -14 | -22 | 1 | 1.6 |
| CCC(C)OC1OC(CO)C(O)C(O)C1NC(C)=O (configuration not stated) | -6 | 0.3 | 9 | -1 | 1 | -3 | 4 | 16 | 3 | -5 | -0.9 |
| Cc1ccc(C)c(N(CC(N)=O)S(C)(=O)=O)c1 | 11 | 0.3 | 1 | 12 | 0 | 0 | -4 | 15 | 3 | 0 | -2.2 |
| O=C(COC(=O)c1ccc(NS(=O)(=O)c2cccs2)cc1O)NCc1ccccc1 | -3 | -0.2 | 4 | 12 | -2 | 5 | -3 | 17 | 19 | 7 | -0.1 |

Compounds above that contain four or more nitrogen atoms (six):
| mol | PDI inh | aDG glyco up | NR2E3 ag-1 | TRPM1 prom inh | NR2E3 ag-2 | CaV13 ICDI inh | Vif inh | HIF-2a inh | Peg3 promoter | Granule exo inh | iPSC survival up |
| --- | --- | --- | --- | --- | --- | --- | --- | --- | --- | --- | --- |
| CCn1c(SCC(=O)N/N=C\c2ccccc2OCC(=O)O)nnc1-c1ccc(Cl)cc1 | 1 | -0.1 | 0 | 5 | -1 | -7 | 3 | 16 | 1 | 2 | -0.9 |
| O=C(CSc1ccc2nnc(-c3ccccc3)n2n1)N1CCCCC1 | -4 | 0.0 | -5 | 5 | 3 | -4 | 4 | 18 | 20 | -3 | -0.2 |
| CC(C)(C)OC(=O)N1O[C@H]2C[C@@H]1[C@@H]1[C@@H]2N=NN1C12CC3CC(CC(C3)C1)C2 | 4 | -0.1 | -24 | -5 | . | -9 | 0 | 4 | 4 | 0 | 1.4 |
| Cc1nn2c(N3CCOCC3)cc(C(C)(C)C)nc2c1-c1ccccc1 | 0 | 0.4 | -16 | 6 | 2 | -3 | -4 | 13 | 5 | -1 | 0.1 |
| Cc1c(C(=O)NNC(=O)c2csc(N3CCOCC3)n2)cccc1[N+](=O)[O-] | 5 | 0.2 | -16 | -10 | 0 | -6 | 3 | 7 | 10 | 1 | 0.6 |
| Cc1nnc(SCC(=O)Nc2c(Cl)cccc2Cl)[nH]c1=O | -4 | -0.1 | -9 | 15 | 2 | -6 | . | 9 | -12 | 2 | 0.8 |

High-throughput results: PubChem, several laboratories
